IDE cell activ – human IDE activators in live cells, primary screen, fluorescence polarization, HEK cells, FAbeta-B substrate. FAbeta-B cleavage; 0% vehicle, 100% cell-free pure enzyme wells. activation, % at 5.96 µM. hit rate 0.073% among 340,000. AID 493087, 2011;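 active = activation above the mean of all tested compounds plus 3 SD, set per screening campaign, cut at about 17% in these data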
IDE inh – human IDE inhibitors in live cells, primary screen, fluorescence polarization, HEK cells, FAbetaB substrate. FAbetaB cleavage. hit rate 0.41% among 320,000. inhibition, % at 5.59 µM. AID 434962, 2010. Insulin-degrading enzyme (Homo sapiens), P14735;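 active = percent inhibition above the average of all tested compounds plus 3 SD, set per screening campaign, cut at about 16% in these data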;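 also: IDE supplied by intact live HEK cells; FP after avidin binding of uncleaved biotin substrate so inhibition keeps polarization high; 0% = DMSO wells and 100% = 60 µM reference IDE inhibitor Ii1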
pCIP destab – p/CIP-EGFP fusion destabilizers, primary screen, fluorescence, F442A cells. decrease of EGFP signal, % at 10 µM. hit rate 0.01% among 290,000. Q05BA5. AID 1984, 2009. 16 h;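 active = EGFP signal decrease of at least 30% at 10 µM or well 3 SD below plate mean, unless failing retest; inactive = the rest, including hits failing retest or dose response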; also: some compounds called inactive have numbers as strong as hits; many of its hits are not listed in these tables
Target sequence (Q05BA5 1-1403): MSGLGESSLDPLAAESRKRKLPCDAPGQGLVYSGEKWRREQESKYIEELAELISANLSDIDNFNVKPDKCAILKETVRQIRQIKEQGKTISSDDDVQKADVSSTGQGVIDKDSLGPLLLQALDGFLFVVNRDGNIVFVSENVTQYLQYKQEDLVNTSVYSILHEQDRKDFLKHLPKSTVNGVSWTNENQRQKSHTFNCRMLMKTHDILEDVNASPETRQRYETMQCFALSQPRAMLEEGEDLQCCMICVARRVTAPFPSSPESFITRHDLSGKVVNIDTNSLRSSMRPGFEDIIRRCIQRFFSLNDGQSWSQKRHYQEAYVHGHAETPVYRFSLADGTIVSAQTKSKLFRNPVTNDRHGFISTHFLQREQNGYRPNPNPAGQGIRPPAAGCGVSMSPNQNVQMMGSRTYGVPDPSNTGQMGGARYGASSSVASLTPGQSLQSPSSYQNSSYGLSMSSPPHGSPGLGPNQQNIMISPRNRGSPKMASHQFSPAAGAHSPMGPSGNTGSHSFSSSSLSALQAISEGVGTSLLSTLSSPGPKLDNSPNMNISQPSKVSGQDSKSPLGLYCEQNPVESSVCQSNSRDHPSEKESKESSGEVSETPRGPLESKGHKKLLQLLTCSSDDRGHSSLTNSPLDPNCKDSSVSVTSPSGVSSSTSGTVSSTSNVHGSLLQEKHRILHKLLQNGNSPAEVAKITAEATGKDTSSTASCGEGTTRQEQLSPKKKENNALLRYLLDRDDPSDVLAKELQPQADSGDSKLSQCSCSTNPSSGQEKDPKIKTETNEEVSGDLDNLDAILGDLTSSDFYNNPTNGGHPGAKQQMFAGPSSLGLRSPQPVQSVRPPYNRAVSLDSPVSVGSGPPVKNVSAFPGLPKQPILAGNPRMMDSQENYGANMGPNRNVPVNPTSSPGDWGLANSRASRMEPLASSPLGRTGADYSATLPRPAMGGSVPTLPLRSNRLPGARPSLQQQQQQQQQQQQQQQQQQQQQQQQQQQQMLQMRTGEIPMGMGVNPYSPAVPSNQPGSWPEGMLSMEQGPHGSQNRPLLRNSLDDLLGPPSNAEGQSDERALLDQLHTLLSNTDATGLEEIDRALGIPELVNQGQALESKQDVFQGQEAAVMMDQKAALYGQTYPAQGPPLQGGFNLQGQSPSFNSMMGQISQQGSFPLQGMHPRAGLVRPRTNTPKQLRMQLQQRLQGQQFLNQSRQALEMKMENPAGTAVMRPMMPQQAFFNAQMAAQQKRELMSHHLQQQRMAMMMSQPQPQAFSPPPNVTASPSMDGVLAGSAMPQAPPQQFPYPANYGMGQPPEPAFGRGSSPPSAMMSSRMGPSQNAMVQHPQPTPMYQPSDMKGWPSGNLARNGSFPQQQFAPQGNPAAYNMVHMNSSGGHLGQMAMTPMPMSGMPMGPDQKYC
MEKK2 WT-MEK5 – modulators of MEK5 binding to wildtype MEKK2, primary screen, biochemical, multiplex bead flow cytometry, Alexa488-MEK5 | Mitogen-activated protein kinase kinase kinase 2 (Homo sapiens), Q9Y2U5 | Alexa488-MEK5 binding to MEKK2 WT; actives lie on both sides | binding response (% of control), % at 10 µM | hit rate 1.1% among 290,000 | AID 1531, 2009; in the data active = binding response below about 67% or above about 130%
MEKK3 PB1 HTS – modulators of MEKK3-MEK5 PB1 binding, primary screen, biochemical, wildtype MEKK3, multiplex bead flow cytometry, Alexa488-MEK5; hit rate 1.4% among 290,000; bead-based flow cytometry, Alexa488-MEK5 binding to MEKK3; actives lie on both sides; 0 = blocked by unlabeled MEK5, 100 = vehicle; AID 1529, 2009; binding response (% of control), % at 10 µM;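 active = binding response more than 3 SD above or below the average of its plate-row segment, actives on both sides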;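 also: Alexa488 bead fluorescence after subtracting the streptavidin-only scavenger bead signal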
NALP1 yeast inh – NALP1 inflammasome inhibitors in reconstituted yeast, colorimetric, S. cerevisiae, triplicate retest; S. cerevisiae NALP1/ASC/caspase-1 growth, X-gal OD620, 72 h; inhibition, % at 10 µM; hit rate 0.61% among 280,000; in the data active = inhibition mostly above about 24%, no sharp cut-off; inactive = mostly below about 32%; also: some compounds called inactive have numbers as strong as hits
M18AAP inhibitor – PfM18AAP inhibitors, malaria aminopeptidase, primary screen, biochemical, QFRET, recombinant enzyme. M18 aspartyl aminopeptidase (Plasmodium falciparum 3D7). H-Glu-NHMec fluorogenic cleavage. inhibition, % at 7.35 µM. hit rate 1.2% among 290,000. AID 1822, 2009;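 active = inhibition above the campaign mean inhibition over all tested compounds plus 3 SD, cut at about 28% in these data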;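 also: 0% = plate median of test compound wells and 100% = 2 mM ZnCl2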
UBC9 SUMO inh – inhibitors of in vitro SUMOylation cascade, primary screen, biochemical, HTRF, uHTS; SUMO-conjugating enzyme UBC9 (Homo sapiens), P63279; HTRF SUMOylation assay, SAE1/SAE2 + UBC9; inhibition, % at 35 µM; hit rate 0.36% among 290,000; in the data active = inhibition above about 50%, passing the limit was not always enough; also: strong numbers were not always called active
MEKK2 mut-MEK5 – MEK5 binding signal on mutant MEKK2 PB1, primary screen, biochemical, multiplex bead flow cytometry, Alexa488-MEK5. percent response, % at 10 µM. hit rate 0.35% among 290,000. Alexa488-MEK5 binding to MEKK2 mutant; in the data active = percent response above about 24%, passing the limit was not always enough; also: inactives centre near 1; some results filed as inactive read as strong as hits; reference of the scale not given here
Numbers without * were called inactive; . = not tested or not shown.

no.	IDE cell activ	IDE inh	pCIP destab	MEKK2 WT-MEK5	MEKK3 PB1 HTS	NALP1 yeast inh	M18AAP inhibitor	UBC9 SUMO inh	MEKK2 mut-MEK5	SMILES
1	3	-2	1	105	105	2	-5	24	3	CC(C)(C)n1nc2c(c1NC(=O)COc1ccc(Cl)cc1)CS(=O)(=O)C2
2	7	10	3	99	97	-2	-8	-6	0	COc1ccc(-c2nc(CS(=O)CC(=O)NC3CCCCC3)c(C)o2)cc1 (stereo not given)
3	1	8	7	94	93	13	0	-14	-2	COc1cc(CN2CC(=O)N(c3ccc(C)cc3)C2=S)cc(OC)c1OC
4	7	1	1	105	106	-5	6	5	-2	COc1cc(OC)c(NS(=O)(=O)c2cccc(C(=O)OCC(=O)NCC3CCCO3)c2)cc1Cl (stereo not given)
5	-4	-3	-4	106	100	1	-6	8	2	COc1cc2c(cc1OC)CN(CCC(=O)c1ccc(Br)cc1)CC2
6	4	3	-24	96	103	10	-11	10	-5	CC(c1ccco1)N(C(=O)c1cccc(S(=O)(=O)N(C)C)c1)c1ccccn1 (stereo not given)
7	2	0	3	103	100	14	-3	2	-3	Cc1c(CC(=O)NCCCCCC(=O)O)c(=O)oc2cc3occ(-c4ccccc4)c3cc12
8	.	55*	-6	150*	104	-10	-1	-57	35	Brc1ccc2[nH]c3c(N4CCc5ccccc5C4)ncnc3c2c1
9	2	1	-4	97	101	-13	8	8	-2	CCn1nc(C)c(CN2CCCC(C(=O)c3cccc(OC(C)C)c3)C2)c1C (stereo not given)
10	3	-5	-8	100	106	-3	-2	-2	0	Cc1ccc(S(=O)(=O)Nc2c(C)n(C)n(-c3ccccc3)c2=O)cc1C(=O)OC(C)C(=O)N(C)c1ccccc1 (stereo not given)
11	.	4	5	79	84	16	-7	16	-23	CCOC(=O)c1cc(/C(C)=N/OC(=O)c2ccc(Cl)cc2)on1
12	3	3	-14	104	108	-3	-5	13	8	CN1c2ccsc2C(O)=C(C(=S)Nc2ccc(F)c(Cl)c2)S1(=O)=O
13	-4	-6	-8	99	98	1	4	10	1	CC(=O)Nn1cc2c(=O)n(C)c(=O)n(C)c2c1
14	5	-3	-9	119	99	15	-2	15	9	CCN(CC)C(=O)C(=O)N/N=C/c1ccc(C(=O)O)cc1
15	3	4	-8	102	106	13	3	16	0	CCc1c(C)nc2ncnn2c1NC1CCCc2ccccc21 (stereo not given)
16	7	-1	-13	99	100	-4	-7	-13	-3	Cc1ccccc1Sc1ncnc2onc(C)c12
17	2	-6	-5	102	100	-9	-7	7	1	COc1ccc2c(c1)CCCN2C(N)=O
18	0	3	-13	107	104	-8	8	5	1	CCOC(=O)C1CCN(C(=O)Cc2ccc(C)cc2)CC1
19	-1	3	-29	102	109	4	4	2	1	C/C=C/Cn1c(SCc2ccccc2)nc2c1c(=O)[nH]c(=O)n2C
20	1	7	-8	92	96	11	-13	32	-10	CCCc1nc2ccc([N+](=O)[O-])cc2[nH]1
21	0	4	-5	100	99	-6	.	-3	6	O=C1c2ccccc2C(=O)N1Cc1nc(-c2ccccc2)no1
22	5	-3	-12	101	108	21	4	5	1	O=C(O)CCC(=O)NNC(=O)c1ccc(Br)cc1
23	5	4	-14	100	103	21	-9	-1	2	CCC(=O)Nc1nonc1-c1nc2ccccc2n1CCC(C)C
24	3	-2	-9	106	109	4	-2	-20	1	CC1(c2ccccc2)CC(C)(C)N(C(N)=O)c2ccccc21 (stereo not given)
25	-6	-1	-17	103	103	18	-12	4	5	COc1ccc(S(=O)(=O)N2CCOC2CNC(=O)C(=O)NCc2ccc(F)cc2)cc1OC (stereo not given)
26	4	5	4	106	108	-35	7	-3	-1	Cc1cc(Cl)c(OCCOCCN2CCCCC2)c(Br)c1
27	0	.	-6	113	108	4	-1	-20	7	CCCCC(O)(c1ccc(CC)cc1)C(CN1CCOCC1)c1ccccc1 (stereo not given)
28	0	.	-5	95	99	-7	2	11	-6	O=C(COc1ccc(Cl)cc1)Nc1ncc([N+](=O)[O-])s1
29	2	.	-2	.	.	2	-12	-5	.	CCOC(=O)C1CCN(CC(=O)Nc2cc(C)nn2-c2nc3ccccc3s2)CC1
30	0	0	-6	105	104	13	0	6	4	CCCCCCn1c(C(C)O)nc2ccccc21 (stereo not given)
31	4	-2	-19	100	103	5	0	10	0	CC(C)C(NS(=O)(=O)c1ccccc1F)C(=O)N1CCc2ccccc2C1 (stereo not given)
32	-2	-3	-3	94	95	3	-12	19	-2	CCCOC1(NC(=O)c2ccccc2)C(C)=CC(=O)C=C1C
33	-1	0	-15	106	108	4	-2	0	6	O=C(NC1CCCc2ccccc21)c1ccccc1Cl (stereo not given)
34	-1	.	-1	112	117	.	1	3	20	O=[N+]([O-])c1cc(CSC2=NCCN2)ccc1O
35	2	0	10	108	99	4	2	15	5	O=C(CN1CCCC1)Nc1ccccc1Sc1ccccc1
36	6	-2	-8	89	99	-13	-1	1	-10	Nc1n[nH]c2cc(=O)n(-c3cccc(C(F)(F)F)c3)nc12
37	5	2	-5	99	97	-12	7	5	-3	O=C(O)c1cccc(NC(=S)NC(NC(=O)c2ccco2)C(Cl)(Cl)Cl)c1 (stereo not given)
38	-4	1	-7	99	106	12	4	1	2	O=C(CSCc1ccc(Cl)cc1)N/N=C/c1ccc(OCC(=O)Nc2ccccc2)cc1
39	0	4	-9	93	92	6	6	6	-5	Cc1[nH]c2ccccc2c1-c1csc(NC(=O)CN2CCOCC2)n1
40	3	1	-11	104	100	31	-2	-8	-2	COc1ccc(OC)c(/C=N/NC(=O)c2cc3c(OC)c(OC)ccc3[nH]2)c1
41	11	3	4	107	100	19	-12	11	6	O=C(Nc1nccs1)c1ccc(Cl)c(S(=O)(=O)N2CCCCC2)c1
42	2	-1	-8	108	102	-14	8	-6	3	CSc1cccc(CN2CCCC(CO)(Cc3cccc(Cl)c3)C2)c1 (stereo not given)
43	6	5	0	112	110	16	-2	-4	7	COCCNc1cc(C)nc2c(-c3ccccc3OC)c(C)nn12
44	-10	-1	-7	71	74	-7	5	33	-26	c1cncc(CSc2nnc3ccc(-c4ccco4)nn23)c1
45	1	-1	-4	107	109	12	-8	18	10	CCOC(=O)CNC(c1ccccc1)c1cc(Br)ccc1NC(=O)OCC (stereo not given)
46	2	5	-41	107	109	5	-1	6	8	Nc1ncn(CC(=O)c2ccccc2)n1
47	0	-1	-12	100	99	3	-1	24	1	Cn1cnnc1SC1CCCCC1NS(=O)(=O)c1ccccc1 (stereo not given)
48	4	-1	6	104	101	19	9	14	3	CC(C)c1[nH]nc2c1C(Cc1ccccc1)C(C#N)=C(N)O2 (stereo not given)
49	5	0	-4	99	98	6	-3	-14	-6	CCCCCNC(=O)[C@@H]1CSC2c3ccccc3C(=O)N21 (stereo not given in full)
50	2	0	-10	89	92	21	-8	16	-15	COC(=O)C(Cc1c[nH]c2ccccc12)NC(=O)c1cccs1 (stereo not given)
51	3	-1	-10	102	100	24	-7	-4	1	O=C(O)c1cc(N2C(=O)C3C4C=CC(C4)C3C2=O)ccc1NCc1cccnc1 (stereo not given)
52	-5	-1	-1	100	102	16	-6	-2	1	COC1CCN(C(=O)C2CCC(=O)N(C3CCCCCC3)C2)CC1 (stereo not given)
53	4	-2	1	102	105	4	2	22	3	COc1ccc(-n2c(=O)c3ccccc3n(CC(=O)NC3CCCCC3)c2=O)c(OC)c1
54	3	-7	-10	115	106	16	-4	20	9	COc1ccc(-c2nnc3cccc(Cl)n23)c(OC)c1
55	7	-3	3	95	98	29	-1	6	2	Cc1ccccc1N(CC(=O)NCc1ccncc1)S(C)(=O)=O
56	-1	-1	17	103	103	6	5	6	5	CCOc1ccc(NC(=S)NCc2nc3ccccc3[nH]2)cc1

(list continues)
no.	IDE cell activ	IDE inh	pCIP destab	MEKK2 WT-MEK5	MEKK3 PB1 HTS	NALP1 yeast inh	M18AAP inhibitor	UBC9 SUMO inh	MEKK2 mut-MEK5	SMILES
57	3	-6	-9	96	91	13	-5	4	-5	Cn1c(=O)c2sccc2n(Cc2cccc(Br)c2)c1=O
58	1	-4	-2	100	103	-5	-2	0	-3	CCNC(=O)CN1C(=O)NC(Cc2ccccc2)(Cc2ccccc2)C1=O
59	-2	-3	-10	105	85	17	7	5	7	S=c1[nH]nc(-c2ccc(Br)cc2)n1-c1ccc(Br)cc1
60	-3	-6	-7	102	112	5	-3	5	7	CCOC(=O)c1cnc(-n2cc(C)cn2)nc1NCc1ccc2c(c1)OCO2

Assay outcomes deposited in PubChem by several laboratories.

These rows are one share of the data; count on the stated rates, not on these rows.
